# hIAP act = human IAP activators, primary screen, biochemical, luminescence, uHTS; activation factor at 10 µM; Intestinal-type alkaline phosphatase (Homo sapiens), P09923; 0.16% of 330,000 active; purified human IAP, CDP-Star luminescence, 30 min; stronger effect = higher value; 1 = vehicle-only enzyme, 0 = enzyme-free background;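 active = activation factor of the enzyme at least 2-fold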; note: the source names both 10 and 20 µM as test concentration; values of inactives mirror those of a sister screen read the other way
# Target sequence (P09923 whole entry, looked up): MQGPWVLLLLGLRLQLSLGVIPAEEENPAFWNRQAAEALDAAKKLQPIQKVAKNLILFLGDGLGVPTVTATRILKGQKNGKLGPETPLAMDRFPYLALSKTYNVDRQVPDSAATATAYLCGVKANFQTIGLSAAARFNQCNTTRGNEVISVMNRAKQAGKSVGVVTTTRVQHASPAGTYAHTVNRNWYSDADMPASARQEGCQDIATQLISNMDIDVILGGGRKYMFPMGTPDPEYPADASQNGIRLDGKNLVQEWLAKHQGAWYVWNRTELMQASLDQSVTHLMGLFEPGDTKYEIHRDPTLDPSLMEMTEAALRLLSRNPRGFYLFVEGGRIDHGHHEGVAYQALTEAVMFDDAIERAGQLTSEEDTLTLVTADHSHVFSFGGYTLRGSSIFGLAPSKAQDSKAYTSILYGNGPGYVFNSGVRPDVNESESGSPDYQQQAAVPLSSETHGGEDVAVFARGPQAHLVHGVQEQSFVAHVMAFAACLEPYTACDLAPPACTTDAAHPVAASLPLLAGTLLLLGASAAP
# hIAP block = human IAP inhibitors, primary screen, biochemical, luminescence, uHTS; purified IAP, CDP-Star luminescence, 30 min; inhibition, % at 10 µM; 0.12% of 330,000 active; AID 2544, 2010;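 active = inhibition reaching a set limit with compound at 10 µM in the primary screen, cut at about 35% in these data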;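 note: plate controls were DMSO wells with enzyme for no effect and no-enzyme buffer wells for full effect; values of inactives mirror those of a sister screen read the other way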
# mIAP act = activators of mouse IAP, primary screen, biochemical, luminescence, uHTS. intestinal alkaline phosphatase [Mus musculus]. muIAP, CDP-Star luminescence, 30 min; stronger effect = higher value; 1 = vehicle-only enzyme signal, 0 = enzyme-free wells. activation factor at 10 µM. 0.24% of 330,000 active. AID 2805, 2010;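 active = activation factor of at least 2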; note: the source names both 10 and 20 µM as test concentration; values of inactives mirror those of a sister screen read the other way
#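 Assay system: mouse IAP enzyme; reagent: chemiluminescent substrate CDP-Star; dosing: test compounds delivered from DMSO solution; schedule: 30 min at room temperature; measured by: luminescence from enzymatic CDP-Star hydrolysis; controls: DMSO-only wells and no-enzyme negative control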
# APOBEC3A inh = APOBEC3A ssDNA deaminase inhibitors, primary screen, selectivity assay for APOBEC3G inhibitor project, biochemical, FAM/TAMRA oligo cleavage fluorescence | DNA dC->dU-editing enzyme APOBEC-3A (Homo sapiens), P31941 | recombinant A3A, FAM/TAMRA ssDNA deamination fluorescence | inhibition, % at 20 µM | 0.41% of 330,000 active | AID 493011, 2011;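 active = at least 40% inhibition at 20 µM here, with at most 30% in a related deaminase screen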;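 note: plate controls were A3A with DMSO for no effect and wells lacking A3A enzyme for full effect; some results filed as inactive read as strong as hits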
# Target sequence (P31941 whole entry, looked up): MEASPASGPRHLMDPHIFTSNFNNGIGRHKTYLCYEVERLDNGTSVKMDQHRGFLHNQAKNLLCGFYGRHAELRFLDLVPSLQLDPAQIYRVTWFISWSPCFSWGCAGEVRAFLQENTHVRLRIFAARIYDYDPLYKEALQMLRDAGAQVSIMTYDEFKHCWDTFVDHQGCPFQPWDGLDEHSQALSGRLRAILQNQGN
# mIAP block = inhibitors of mouse IAP, primary screen, biochemical, luminescence, uHTS | intestinal alkaline phosphatase [Mus musculus] | purified mouse IAP, CDP-Star luminescence, 30 min | inhibition, % at 10 µM | 0.2% of 330,000 active;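 active = inhibition of at least 40% at 10 µM in the primary screen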;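 note: plate controls were DMSO with enzyme for no effect and no enzyme wells for full effect; values of inactives mirror those of a sister screen read the other way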
# beta cell repl = inducers of MIN6 beta-cell proliferation, primary screen, ATP luminescence, uHTS; MIN6 cells proliferation, ATPlite luminescence, 48 h; cells starved in 0.2% serum; 100% = growth in 10% serum; proliferation, % at 10 µM; 0.29% of 330,000 active;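 active = compounds whose signal lies at least 3.5 SD above the mean of all wells on their plate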;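 note: 0% = DMSO-treated cells in low-serum medium and 100% = 10% serum control; some compounds called inactive have numbers as strong as hits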
# MPTP inh = mitochondrial permeability transition pore inhibitors, primary screen, biochemical, isolated mouse mitochondria, absorbance; Ca2+ swelling absorbance, 30 min; inhibition, % at 10 µM; 1.4% of 360,000 active;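 active = inhibition of 50% or more, scaled per plate between neutral and stimulator controls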;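 note: 0% = DMSO wells given calcium and 100% = 1 mM EGTA wells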
# NR3A LBD binder = binders of NR3A ligand-binding domain, primary screen, biophysical, differential scanning fluorimetry, uHTS | AID 1259313, 2017 | NR3A LBD differential scanning fluorimetry, Tm shift; 0% = protein alone, 100% = glycine-bound protein | 2.5% of 340,000 active | Tm shift relative to glycine control, % at 25 µM | Glutamate receptor ionotropic, NMDA 3A (GRIN3A) ligand-binding domain;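 active = melting temperature shift of at least 10% of the positive control shift, at one fixed dose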
# A3G deaminase = APOBEC3G DNA deaminase inhibitors, primary screen, biochemical, fluorescence, single-stranded DNA substrate, uHTS | recombinant A3G, ssDNA deamination FAM/TAMRA fluorescence | DNA dC->dU-editing enzyme APOBEC-3G (Homo sapiens), Q9HC16 | 0.28% of 330,000 active | AID 493012, 2011 | inhibition, % at 20 µM;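 active = inhibition of at least 40% at 20 µM, with no more than 30% in the related APOBEC3A deaminase screen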;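 note: plate controls were DMSO wells with A3G for no effect and wells lacking A3G enzyme for full effect; some compounds called inactive have numbers as strong as hits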
# * = called active by the depositor; / = no result given.
SMILES,hIAP act,hIAP block,mIAP act,APOBEC3A inh,mIAP block,beta cell repl,MPTP inh,NR3A LBD binder,A3G deaminase
COc1ccccc1C(=O)Nc1c[nH]c(=O)[nH]c1=O,1.1,-6,0.88,-2,12,1,-1.0,0,1
CCCCOc1ccc(C(=O)C(CN2CCOCC2)c2ccccc2)cc1 (stereo unspecified),1,-3,0.88,0,12,-3,-4.1,5,1
O=C(CN(c1ccccc1)S(=O)(=O)c1ccc(F)cc1)N1CCCCCC1,0.99,1,0.91,-5,9,-2,-0.8,-2,-11
CC(CCc1ccccc1)NC(=O)C1CC1 (stereo unspecified),0.96,4,0.98,-4,2,-3,2.6,0,-10
CC(C)(C)OC(=O)NCc1ccc(CNC(=O)c2[nH]cnc2C(=O)NC2CCN(C(=O)OC(C)(C)C)CC2)cc1,1.3,-31,0.92,-3,8,-5,-0.2,-8,-11
Cn1nnnc1SCC1=C(C(=O)O)N2C(=O)C(NC(=O)C3CC3c3ccccc3)C2SC1 (stereo unspecified),0.97,3,0.89,12,11,-4,-0.6,1,-2
COc1cc(C(=O)Oc2cccnc2)cc(OC)c1OC,0.96,4,1.1,2,-7,-3,0.6,-2,-8
FC(F)(F)c1ccc(C2[C@H]3CN(Cc4ccc(-c5ccccc5)cc4)[C@H](c4ccccc4)C34CC2(c2ccccc2)C4)cc1 (stereo partly specified),0.84,16,0.94,-1,6,-4,/,-5,-4
Cc1ccc(CNC(=O)C2CCCN(c3nn4c(=O)cc(C)nc4s3)C2)cc1 (stereo unspecified),1.1,-5,0.94,-3,6,1,1.3,-1,-17
CCCN1CCC(N(CCc2ccccc2)Cc2ccccc2)CC1,1,-1,1.1,1,-7,-2,1.1,0,-4
CCOc1ccc(CCNC(=O)c2nnn(CC(=O)Nc3ccc(OC)cc3)c2N)cc1OCC,0.97,3,0.96,-4,4,2,2.1,6,4
Cc1nn(Cc2ccccc2)c(C)c1/C=N/NC(=O)CNc1cccc(C(F)(F)F)c1,0.83,17,1,2,-1,-4,0.6,13*,-5
COc1cc(/C=C2/C(=O)N(c3ccc(C(=O)O)cc3)N=C2C)cc(OC)c1O,0.72,28,0.96,-3,4,2,13,1,-8
COc1cc(OC)cc(C(=O)NCC(=O)OCC(=O)C(C)(C)C)c1,0.84,16,0.94,-4,6,1,0.0,0,-9
Cc1cc(C)cc(OCC(=O)OCC(=O)N2CCc3ccccc32)c1,0.86,14,0.93,-4,7,0,-1.1,4,-10
COc1ccc(NC(=O)CSc2nc(N)c(C(=O)Nc3ccc(N(C)C)cc3)s2)cc1,0.91,9,0.94,-8,6,-3,1.5,7,-10
C=CCSc1nc(N)c(C#N)c(-c2ccc(C)cc2)c1C#N,1.1,-10,1,-2,0,2,-0.1,-10,-11
CCN(CC(=O)Nc1ccc(NC(C)=O)cc1)C(=O)Cc1ccc(S(=O)(=O)N2CCOCC2)s1,0.94,6,0.99,1,0,1,-0.7,1,-12
Cc1n[nH]c(C)c1S(=O)(=O)N(CC(=O)Nc1ccc2c(c1)OCCO2)c1ccc(C(C)C)cc1,1.2,-17,1,0,-1,1,0.2,-13,-4
COc1ccc(S(=O)(=O)N2CCOCC2)cc1C(=O)Nc1nc2ccccc2s1,1,-1,0.87,-2,13,-2,0.5,/,-3
Cc1ccc(C(=O)Nc2ccccc2C(=O)NC(CC(=O)O)C(=O)O)cc1 (stereo unspecified),1.1,-7,1,-3,-4,0,0.7,2,-7
Cc1ccc(S(=O)(=O)NC(=O)NCC2CCN(S(=O)(=O)c3ccccc3)CC2)cc1,1.2,-20,0.98,-4,2,-5,1.2,-2,-12
Cc1cc(C)c(S(=O)(=O)N2CCN=C2c2ccccc2)cc1C,0.95,5,1.1,-1,-6,-3,3.1,-1,1
Cc1ccc(N2C(=O)N(CC(=O)N3c4ccccc4CC3C)C(=O)C2C)cc1 (stereo unspecified),1.2,-19,0.98,1,2,4,0.4,3,-12
CCOc1cc(N2CCOCC2)c(OCC)cc1NC(=O)c1ccc(-n2ccnc2)c([N+](=O)[O-])c1,0.75,25,0.92,-8,8,3,-0.4,-5,-6

# Quoted from the listing.
# CCOc1ccc(CCNC(=O)c2nnn(CC(=O)Nc3ccc(OC)cc3)c2N)cc1OCC @ MPTP inh: 2.1
# CCCN1CCC(N(CCc2ccccc2)Cc2ccccc2)CC1 @ hIAP block: -1
# CCCCOc1ccc(C(=O)C(CN2CCOCC2)c2ccccc2)cc1 (stereo unspecified) @ hIAP block: -3

# Next part.
SMILES,hIAP act,hIAP block,mIAP act,APOBEC3A inh,mIAP block,beta cell repl,MPTP inh,NR3A LBD binder,A3G deaminase
COc1cccc(C(c2c(C)[nH]n(-c3ccccc3)c2=O)c2c(C)[nH]n(-c3ccccc3)c2=O)c1O,1.1,-6,0.99,5,1,0,2.2,2,-1
O=C(Nc1cccc2c1CCCC2)c1ccco1,0.98,2,0.96,-1,4,0,-1.7,10,-6
Cn1c(Oc2ccccc2NCc2cc(Br)ccc2O)cc(=O)n(C)c1=O,0.98,2,0.94,-9,6,-3,9.5,-25,-5
Cc1cc(C)nc(NS(=O)(=O)c2ccc(NC(=O)CCC(=O)O)cc2)n1,0.82,18,1,-2,-5,-1,-1.2,3,-4
O=C(O)CC/C(=N\Nc1ccc(Cl)cc1)c1cccs1,1.1,-6,0.99,0,1,0,-0.3,-6,-11
CCC1CCCCN1C(=O)C(=O)c1cn(CC(=O)N(CC)CC)c2ccccc12 (stereo unspecified),1,0,0.98,-2,2,-3,0.4,-1,-3
O=C(NCc1ccco1)c1cccs1,0.98,2,0.97,-4,3,-1,0.7,-2,-9
Cc1cc(OCCN2CCC(Cc3ccccc3)CC2)ccc1[N+](=O)[O-],1.1,-10,0.91,-6,9,-4,2.6,-3,-7
CC(C)(C)OC(=O)NN1CC(=O)N2[C@@H](Cc3c([nH]c4ccccc34)C2(C)C)C1=O,0.94,6,0.93,-4,8,-2,0.2,1,-6
O=C(NCCc1ccc(Cl)cc1)c1cccnc1,0.99,1,0.85,-2,15,0,0.6,0,-2
CC(=O)c1ccc(NC(=O)C(C)N2CCN(C/C=C/c3ccccc3)CC2)cc1 (stereo unspecified),1.1,-10,1.1,-6,-8,-3,-1.0,-1,-10
CCCc1cc(C(=O)N(C2CCCCC2)C2CCCCC2)no1,0.9,10,1.1,-1,-7,2,2.1,1,-4
COC(=O)C1CCCN1C(=O)C12CC3CC(CC(C3)C1)C2 (stereo unspecified),0.95,5,1,0,-4,-2,0.2,0,2
Cc1nn(CC(=O)Nc2ccc3c(c2)nc(CN2CCCC2)n3C)c(=O)c2ccccc12,1.1,-8,1,5,0,-1,-1.5,7,4
N#Cc1c(N)n(CCNC(=O)c2ccccc2)c2nc3ccccc3nc12,1,-4,1,-2,-2,-4,0.8,1,-5
CCOC(=O)c1[nH]c2ccc(C)cc2c1N=C(C)N(C)C,1.1,-14,1,-3,-1,1,0.3,1,-9
O=C(Cn1nc(-c2ccco2)ccc1=O)Nc1cc(Cl)ccc1Cl,1.2,-21,1.1,-1,-8,-3,0.2,0,0
CC(C)(C)C(=O)Nc1nnc(SCC(=O)Nc2ccc3c(c2)OCO3)s1,0.76,24,1,2,-1,0,8.8,-12,0
O=C1C2C3C=CC(C3)C2C(=O)N1Cc1ccccc1 (stereo unspecified),0.94,6,0.91,-4,10,-1,-0.6,1,-2
FC(F)(F)C(Oc1nc(NC2CCCCC2)nc(N2CCOCC2)n1)C(F)(F)F,1.2,-16,1.1,11,-8,-2,-1.5,3,10
CC(C)CN1CCN=C1N(C)C,0.91,9,1,1,-2,2,-1.8,0,-6
CCOC(=O)c1c(C)[nH]c(C(=O)CN2CCOCC2)c1C,1.1,-5,0.95,1,5,-3,-0.3,-2,-2
CC(C)CNC(=O)CN1C(=O)NC2(CCCc3ccccc32)C1=O (stereo unspecified),1,0,0.97,2,3,-3,-1.3,0,-4
Cc1cc(NC(=O)c2cc(CC(C)C)on2)n(-c2ccccc2)n1,0.8,20,1,0,-1,-2,0.1,-2,-2
Cc1cc(C)nc(SCc2ccc(C(=O)N/N=C/c3ccccc3C(=O)O)cc2)n1,1,-3,0.99,-4,0,2,-2.1,1,8
# More structures follow.
SMILES,hIAP act,hIAP block,mIAP act,APOBEC3A inh,mIAP block,beta cell repl,MPTP inh,NR3A LBD binder,A3G deaminase
COc1ccc(CC(=O)Nc2cccc(-c3nnc(-c4ccc(C)cc4)o3)c2)cc1OC,1.1,-14,1.3,-17,-33,-1,33,-6,-2
Cc1nc(C(=O)NNC(=O)c2ccccc2Cl)c(C(F)(F)F)o1,1,0,0.96,1,4,0,1.4,1,-4
O=C(Nc1ccc(Cl)cn1)C1CCN(S(=O)(=O)c2cccs2)CC1,1.1,-11,1,4,-2,2,2.9,0,-2
O=C(CSCc1ccc(Br)cc1)Nc1ccc(S(=O)(=O)N2CCCCCC2)cc1,0.94,6,1.6,0,-63,-4,59*,6,2
O=C(N/C(=C\c1ccco1)C(=O)N1CCCC(CO)C1)c1ccccc1 (stereo unspecified),1,-1,1,-4,0,-2,0.0,0,-12
O=C(COC(=O)c1cccc(NS(=O)(=O)c2ccc(F)c(F)c2)c1)NC(=O)NC1CCCC1,0.96,4,0.94,-4,6,0,1.5,2,-5
Cc1noc(NS(=O)(=O)c2ccc(NC(=O)COc3ccc(C#N)cc3)cc2)c1C,1.2,-15,0.94,-7,6,2,0.0,0,-6
CCOC(=O)c1cn(-c2ccc(F)c(F)c2F)c2c(F)c(F)c(F)cc2c1=O,0.98,2,1,-1,0,-2,-0.3,-3,-1
C=CCNC(=S)N/N=C(\C)c1ccccn1,0.94,6,1,-3,0,-6,-1.3,-1,-7
NC(=O)c1ccc(NC(=O)COC(=O)C2COc3ccccc3O2)cc1 (stereo unspecified),1.2,-16,1.1,11,-9,-4,-0.4,2,0
Cc1ccc(C(=O)c2ccccc2C(=O)OCC(=O)Nc2cccc([N+](=O)[O-])c2)cc1,1,-3,0.99,-5,1,-2,-0.4,-2,-7
CCn1nnc(-c2ccc(N)cc2)n1,2*,-102,1,-1,-2,-1,-2.1,1,4
Cc1cc(NC(=O)CSc2nc(=O)n3cc(Cl)ccc3n2)no1,1,-2,0.88,0,12,3,-0.4,-3,-7
CCOC(=O)c1sc2nc(CN3CCCCC3)nc(Cl)c2c1C,1.1,-6,0.9,-2,10,2,-2.3,0,-4
Cc1ccc(S(=O)(=O)Nc2ccc3nc(-c4cccn4C)[nH]c3c2)cc1,0.94,6,1,2,-2,1,-2.8,-2,0
c1ccc(CN2CCC3(CC2)Nc2ccccc2S3)cc1,1.3,-31,1,-1,-3,-2,-0.2,0,-2
CC(=O)Nc1ccc(N2C(=O)CSC2c2cccc(Br)c2)cc1 (stereo unspecified),0.91,9,0.98,4,2,-1,-0.5,0,-7
